From PubChem BioAssay
PolyA inh = inhibitors of polyadenylation in S. cerevisiae; S. cerevisiae SKY197-pL101 polyadenylation reporter, beta-gal luminescence; efflux-impaired pdr1/pdr3 knockout yeast; score 100 = 6 SD above DMSO; calls only at 12 µM; 300,000 compounds, 0.02% hits;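 active means lowest replicate activity score at least 50, where 100 means six control SD above control mean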;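 further: yeast exposed to compound for 9 h at 30 °C; higher score means more reporter readthrough which indicates perturbed polyadenylation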
TRPC4 block = TRPC4 (mouse) channel inhibition; Q9QUQ5; HEK293 TRPC4beta/mu-opioid, DAMGO-evoked Fluo4 calcium flux; active compounds read low; B-score at 10 µM; 300,000 compounds, 0.39% hits;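 active means B-score over 3 SD under the library average, no early fluorescence shift, positive overall ratio signal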
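Assay system: HEK293 cells with stable TRPC4beta plus mu-opioid receptor expression; Probe or stimulus: DAMGO in two steps, submaximal then maximal; Dosing: single-point compound dosing; Measured by: Fluo4 calcium-dye fluorescence, kinetic read; Read-out basis: B score from integrated Fluo4 fluorescence ratio.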
KCNK3 block = human KCNK3 channel inhibition, primary screen; CHO-KCNK3 thallium flux, FluxOR fluorescence; active compounds read low; B-score at 10 µM; 340,000 compounds, 0.84% hits;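 active means B-score under library mean minus 4 SD, starting fluorescence ratio at most library mean plus 5 SD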;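 further: more negative B-score means stronger inhibition of thallium flux through KCNK3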
Target sequence (O14649 whole entry, looked up): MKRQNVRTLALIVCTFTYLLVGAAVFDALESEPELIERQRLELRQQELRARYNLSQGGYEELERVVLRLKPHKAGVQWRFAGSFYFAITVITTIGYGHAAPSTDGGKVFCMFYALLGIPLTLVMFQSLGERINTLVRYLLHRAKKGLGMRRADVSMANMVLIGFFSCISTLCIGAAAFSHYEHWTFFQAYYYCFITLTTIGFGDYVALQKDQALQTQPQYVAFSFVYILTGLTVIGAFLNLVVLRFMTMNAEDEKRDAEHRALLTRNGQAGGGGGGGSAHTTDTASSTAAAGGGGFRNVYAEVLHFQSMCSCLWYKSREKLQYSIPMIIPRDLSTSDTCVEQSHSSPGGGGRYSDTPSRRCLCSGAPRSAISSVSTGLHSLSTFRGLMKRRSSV
KCNK9 block = human KCNK9 channel inhibition; Q9NPC2; HEK293 KCNK9, FluxOR thallium flux fluorescence; active compounds read low; B-score at 10 µM; 310,000 compounds, 1.2% hits; AID 488922;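 active means ratio B-score over 3 SD below the library mean, with starting fluorescence within 5 SD of its mean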;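 further: negative B-score means less thallium flux so channel inhibition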
KCNQ1 inh = human KCNQ1 channel inhibition; P51787; CHO-K1 KCNQ1, FluxOR thallium flux fluorescence; active compounds read high; B-score at 10 µM; 310,000 compounds, 1.3% hits;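 active means compounds whose thallium flux B-score, printed positive for inhibition, exceeds three library SD while starting fluorescence stays within three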;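 further: channel opened by potassium depolarization with thallium stimulus after 20 min compound exposure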
Target sequence (P51787 whole entry, looked up): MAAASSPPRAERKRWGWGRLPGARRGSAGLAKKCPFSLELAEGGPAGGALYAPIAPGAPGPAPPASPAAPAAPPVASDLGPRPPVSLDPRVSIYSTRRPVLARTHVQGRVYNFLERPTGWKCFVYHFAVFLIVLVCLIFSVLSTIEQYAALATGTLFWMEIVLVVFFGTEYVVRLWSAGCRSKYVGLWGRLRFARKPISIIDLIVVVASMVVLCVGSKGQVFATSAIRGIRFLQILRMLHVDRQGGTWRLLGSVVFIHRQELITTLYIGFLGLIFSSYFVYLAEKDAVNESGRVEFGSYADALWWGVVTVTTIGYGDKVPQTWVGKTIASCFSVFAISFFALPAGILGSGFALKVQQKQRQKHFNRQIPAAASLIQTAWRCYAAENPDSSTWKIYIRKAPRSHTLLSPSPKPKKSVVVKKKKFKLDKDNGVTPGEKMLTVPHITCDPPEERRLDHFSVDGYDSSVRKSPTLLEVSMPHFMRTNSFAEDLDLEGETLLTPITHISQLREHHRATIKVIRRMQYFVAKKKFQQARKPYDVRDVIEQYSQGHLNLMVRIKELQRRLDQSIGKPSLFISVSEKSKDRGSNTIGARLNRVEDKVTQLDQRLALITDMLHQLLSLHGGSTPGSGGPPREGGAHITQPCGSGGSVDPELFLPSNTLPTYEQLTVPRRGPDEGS
TRPC4 potent = allosteric potentiators of mouse TRPC4 channel; B-score at 10 µM; 310,000 compounds, 0.42% hits; HEK293 TRPC4beta/mu-opioid, DAMGO EC20, Fluo-4 Ca2+ flux; active compounds read high;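 active means B-score of calcium response area above 5 SD of library B-scores, with initial fluorescence ratio within 5 SD of library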;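 further: B-score of integrated fluorescence ratio over time as area under calcium response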
hERG protect = compounds protecting human hERG from proarrhythmic drug block; 310,000 compounds, 0.51% hits; CHO-hERG, FluxOR thallium flux, dofetilide IC70 present; AID 1511; activation (rescue from dofetilide block), less the hit threshold, % at 10 µM; Q12809;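 active means activation above the mean of controls blocked by dofetilide plus 5 SD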;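 further: thallium influx through hERG after potassium depolarization seen as dye fluorescence rise; in these data hits start at about 4.7%; inactives centre near -7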
TRPC4 act = TRPC4 (mouse) channel activation | Q9QUQ5 | HEK293 TRPC4beta/mu-opioid, Fluo4 calcium fluorescence; active compounds read high | B-score at 10 µM | 310,000 compounds, 0.49% hits | AID 2237;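 active means B-score above 5 SD of library B-scores, and initial fluorescence ratio not above library mean plus 5 SD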;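 further: positive B-score marks a calcium rise read as TRPC4 activation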
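Material: HEK293 stable line with TRPC4beta plus mu-opioid receptor; technique: Fluo4 calcium-sensitive dye fluorescence, kinetic, 1 Hz baseline; timing: Fluo4 dye loading 45 min at room temperature, 110 s recording; controls: assay buffer as low control, maximal DAMGO as high control; read-out: integrated baseline-normalised fluorescence ratio, converted to per-well B score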
KCNQ1 pot = potentiates or activates the human KCNQ1 potassium channel; 310,000 compounds, 0.35% hits; CHO-K1 KCNQ1, thallium flux FluxOR fluorescence; active compounds read high; P51787; B-score at 10 µM; AID 2648;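 active means fluorescence ratio B-score, a plate-corrected score, at least three library SD, with initial intensity B-score within 5 SD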
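assay system = KCNQ1-transfected CHO-K1 cells | medium = assay buffer with matched DMSO | probe or stimulus = depolarizing K+/Tl+ stimulus, K2SO4 and Tl2SO4 each 12.5 mM in 5x stock | dosing = single dose | incubation = dye 90 min, compound 20 min, room temperature | detection = kinetic FluxOR fluorescence, 10 s baseline plus 110 s post-stimulus | evaluation = ratio B score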
Platelet DG rel = modulates dense granule release in human platelets | inhibition, %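 (compounds screened at 7.5 µM in platelet-rich plasma)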 | AID 1663 | human platelet-rich plasma, SFLLRN dense granule ATP release, luminescence | 300,000 compounds, 0.22% hits;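 active means mean replicate score, as percent of positive control, at or above 50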
DYRK1A inh = blocks rat Dyrk1A kinase activity; inhibition, % at 12.5 µM; Q63470; ADP-Glo luminescence, NFATc1 peptide; AID 504441; 310,000 compounds, 0.43% hits; in the data active means inhibition above about 50%;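 further: plate controls were vehicle with enzyme for no effect and no enzyme for full effect; many of its hits are not listed in these tables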
Numbers without * were called inactive; i = inactive; . = no result given.

SMILES	PolyA inh	TRPC4 block	KCNK3 block	KCNK9 block	KCNQ1 inh	TRPC4 potent	hERG protect	TRPC4 act	KCNQ1 pot	Platelet DG rel	DYRK1A inh
O=C(O)c1nn(CCOc2c(Cl)cccc2Cl)c(=O)c2ccccc12	i	i	i	i	i	i	-10	i	i	4	0
CNC(=O)COC(=O)c1ccccc1NC(=O)c1ccco1	i	i	i	i	i	i	-10	i	i	-9	12
Cc1cc(N2CCC(C(=O)NCC3CC3)CC2)nc(-c2ccccc2)n1	i	i	i	i	i	i	-10	i	i	3	-5
CC(C)[C@H](NC(=O)C1(c2ccccc2)CCN(C(=O)OC(C)(C)C)CC1)C(=O)O	i	i	i	i	i	i	-5	i	i	-2	10
C=CCN(CC=C)Cc1nc(N)nc(Nc2ccccc2C)n1	i	i	i	i	i	i	-16	i	i	-3	-1
O=C(CCC1CCCN(C(=O)c2ccsc2)C1)NCc1ccc(F)c(F)c1 (stereo not given)	i	i	i	i	i	i	-17	i	i	5	5
O=C(NCCCN1CCOCC1)C(=O)N/N=C/c1ccccc1Cl	i	i	i	i	i	i	-12	i	i	2	-4
CC1CCC(NC(=O)c2cccc(S(=O)(=O)NCc3ccccc3)c2)CC1 (stereo not given)	i	i	i	i	i	i	-12	i	i	0	15
Cc1cccn2c(=O)c3cc(C(=O)NCCc4ccccc4)c(=N)n(CC4CCCO4)c3nc12 (stereo not given)	i	i	i	i	i	i	-21	i	i	-5	0
CC(C)(C)N(Cc1cc2ccccc2[nH]c1=O)C(=O)c1cccc([N+](=O)[O-])c1	i	i	i	i	i	i	-7	i	i	-6	-1
COCCn1c(-c2ccc(C)cc2)nc2oc3cc(OC)ccc3c(=O)c2c1=O	i	i	i	i	i	i	-11	i	i	3	9
O=[N+]([O-])c1cccc(-c2nnc(CNC3CC3)o2)c1	i	i	i	i	i	i	-12	i	i	5	.

Limited to TRPC4 potent, KCNQ1 pot and KCNQ1 inh, for some of the entries so far:
compound	TRPC4 potent	KCNQ1 pot	KCNQ1 inh
O=[N+]([O-])c1cccc(-c2nnc(CNC3CC3)o2)c1	i	i	i
O=C(NCCCN1CCOCC1)C(=O)N/N=C/c1ccccc1Cl	i	i	i
O=C(CCC1CCCN(C(=O)c2ccsc2)C1)NCc1ccc(F)c(F)c1 (stereo not given)	i	i	i

Carrying on:
SMILES	PolyA inh	TRPC4 block	KCNK3 block	KCNK9 block	KCNQ1 inh	TRPC4 potent	hERG protect	TRPC4 act	KCNQ1 pot	Platelet DG rel	DYRK1A inh
C=CCn1c(SCC(=O)NCc2ccco2)nnc1C1CCCCC1	i	i	i	i	i	i	-13	i	i	3	-5
O=C(CN1CCSCC1)N/N=C/c1ccc(Cl)cc1	i	i	.	i	i	i	-11	i	i	-5	.
Clc1ccc(N2CCOCC2)nn1	.	i	i	i	i	i	-14	i	i	2	5
Cc1cc(C)c2cc(CN(CCN(C)C)C(=O)Nc3ccccc3Cl)c(=O)[nH]c2c1	i	i	i	i	i	i	-20	i	i	6	-1
Cc1cc(-n2c(C)c3c(C)nnc(C)c3c2C)ccc1N	i	i	i	i	i	i	1	i	i	2	4
c1ccc2sc(Cc3nnc4n3CCCCC4)nc2c1	i	i	i	i	i	i	-1	i	i	-25	0
Cc1cnc(NC(=O)C2CCC(C(C)(C)C)CC2)s1 (stereo not given)	i	i	i	i	i	i	-6	i	i	-13	3
COc1ccccc1NC(=O)C1C2C=CC(C2)C1C(=O)NCc1cccnc1 (stereo not given)	i	i	i	i	i	i	-7	i	i	.	3
CCc1nnc2n1N=C(c1ccc(-c3cc(Cl)ccc3Cl)o1)CS2	i	i	i	i	i	i	-5	i	i	0	2
Cc1[nH]c(-c2ccc(F)cc2)cc1C(=O)N1CCN(c2ccccc2F)CC1	i	i	i	i	i	i	-10	i	i	4	-4
CCOC(=O)c1ccc(N2C=C(C(=O)OC)C(c3ccc(OC)c(O)c3)C(C(=O)OC)=C2)cc1	i	i	i	i	i	i	-2	i	i	-10	-6
COC(=O)c1cc(NC(=S)Nc2cc(Cl)cc(Cl)c2)cc(C(=O)OC)c1	i	i	i	i	8*	i	-11	i	i	-6	5
CC(=O)OC1=C(C#N)Cn2ccc3cccc1c32	i	i	.	i	i	i	-5	i	i	2	.
CCOC(=O)N1CCN(C(=O)c2ccc(N(C)S(C)(=O)=O)cc2)CC1	i	i	i	i	i	i	-9	i	i	6	-9
Cc1ccc(-n2nc3ccc(NC(=O)C(C)C)cc3n2)cc1	i	i	i	i	i	i	-3	i	i	-1	-4
CCOC(=O)c1cn2nc(Oc3ccc(C)cc3)ccc2n1	i	i	i	i	i	i	-4	i	i	14	1
O=C(O)c1ccc(/C=N/Nc2nnnn2-c2ccccc2)cc1	i	i	i	i	i	i	-2	i	i	-7	7
CCC(=O)N1c2ccccc2-c2nnc(SC)nc2OC1c1ccc(OC)c(OC)c1 (stereo not given)	i	i	i	i	i	i	-9	i	i	6	4
Nc1nc(NCCO)nc(NC2CCCCC2)c1[N+](=O)[O-]	i	i	i	i	i	i	-6	i	i	-23	1
O=C(O)Cc1sc(NCCc2ccccc2)nc1-c1ccc(F)cc1	i	i	i	i	i	i	-5	i	i	-10	-2
Oc1ccc(N=Nc2n[nH]c(-c3ccc(Cl)cc3)n2)cc1	i	i	i	i	i	i	-13	i	i	-16	1
CN(Cc1cccs1)CC(O)COCc1ccco1 (stereo not given)	i	i	i	i	i	i	-9	i	i	6	-4
COc1ccc(CC(=O)O/N=C(\N)c2ccc(OC)cc2)cc1	i	i	i	i	i	i	-10	i	i	8	3
COc1cc(CC(=O)Nc2sc3c(c2C(N)=O)CCCC3)cc(OC)c1OC	i	i	i	i	i	i	-3	i	i	-3	-4
C=CCn1c(SCC(=O)NC(=O)c2cccc([N+](=O)[O-])c2)nnc1-c1ccccc1F	i	i	i	i	i	i	-3	i	i	-4	-3
O=C(CCN1CCCCCC1)Nc1ccc2c(c1)OCCO2	.	i	i	i	i	i	-12	i	i	4	-5
CC(C)(CO)NS(=O)(=O)c1ccc2c(c1)C(=O)c1cc(S(=O)(=O)NC(C)(C)CO)ccc1-2	i	i	i	i	i	i	-15	i	i	-6	-3
COCCN1C(=O)N[C@@H](c2ccc(Br)cc2)C(C(=O)OC)=C1C	i	i	.	i	i	i	-11	i	i	-4	.
O=C(COc1ccc(F)cc1)Nc1cc(S(=O)(=O)N2CCCCC2)ccc1N1CCCCC1	i	i	i	i	i	i	-8	i	i	-7	14
CCc1nn2cc(C(=O)c3cc(Cl)ccc3O)cnc2c1-c1ccc(F)cc1	i	i	i	i	8*	i	-10	i	i	2	-2
CN(C)CCCNC(=O)c1ccc(Cl)c(S(=O)(=O)N(C)c2ccccc2)c1	i	i	i	i	i	i	-5	i	i	6	-1
Cc1ccc(S(=O)(=O)N(C)c2nc3ccccc3n3c(C(C)C)nnc23)cc1	i	i	i	i	i	i	-11	i	i	0	-2
Fc1cccc(Cl)c1CSc1ncn[nH]1	.	i	i	i	i	i	-11	i	i	-1	5
O=[N+]([O-])c1ccc(-c2csc(N3CCCCCC3)n2)cc1	i	i	i	i	i	i	-5	i	i	-1	0
CCOc1ccc(C(=O)NCc2ccccn2)cc1	i	i	i	i	i	i	-8	i	i	-11	-2
O=C(NCCCN1CCCC1=O)C(=O)Nc1cccc(F)c1	.	i	i	i	i	i	-8	i	i	2	-5
COc1ccccc1N(CC(=O)N/N=C/c1c(O)ccc2ccccc12)S(C)(=O)=O	i	i	i	i	i	i	-12	i	i	-9	-2
Cc1cccc(NC(=O)C2CC(=O)n3ncnc3N2)c1 (stereo not given)	i	i	i	i	i	i	0	i	i	-3	-3
COc1ccc(C(=O)N/C(=C\c2ccco2)C(=O)NCc2ccco2)cc1	i	i	i	i	i	i	-9	i	i	2	2
CCCNS(=O)(=O)c1ccc(OCC(=O)NCc2ccc3c(c2)OCO3)cc1	i	i	i	i	i	i	-16	i	i	4	-2
C=CCn1c(C)cc(C(=O)Cn2c(C(C)O)nc3ccccc32)c1C (stereo not given)	i	i	i	i	i	i	2	i	i	-8	-2
NC(N)=N/N=C/c1ccc2cccc(OCc3ccccc3)c2n1	i	i	i	i	6*	i	-25	i	i	-6	10
CCN(C(=O)CCS(=O)(=O)c1cccc2nsnc12)c1cccc(C)c1	i	i	i	i	i	i	-6	i	i	3	-6
CCc1ccc(NC(=O)CN(C)S(=O)(=O)c2ccc3[nH]c(=O)oc3c2)cc1	i	i	i	i	i	i	-5	i	i	-2	1
O=C(Nc1ccc(S(=O)(=O)N2CCCCC2)cc1)C1CCCN(C(=O)c2ccc(Cl)cc2)C1 (stereo not given)	i	i	i	i	i	i	-6	i	i	9	-6
Cn1c(CN2CCCC2)nc2cc(NC(=O)C3CCCCC3)ccc21	i	i	i	i	i	i	-14	i	i	2	-3
O=C(CN1CCCCCCC1)N/N=C/c1ccc(F)cc1F	i	i	i	i	i	i	-8	i	i	1	0
CCCCNc1nc2ccccc2[nH]1	i	.	i	i	i	.	.	.	i	-6	-9
CCC(C)(C(=O)Nc1c(C)cccc1C)N(C)C(=O)c1ccc2ccccc2n1 (stereo not given)	i	i	i	i	i	i	-12	i	i	-1	-5
c1ccc(-n2c3ccccc3c3ccccc32)cc1	i	i	i	i	i	i	-8	i	i	-8	.
Cc1cccc2cc(COC(=O)C3CCCO3)c(=O)[nH]c12 (stereo not given)	i	i	i	i	i	i	-3	i	i	-1	5
COC(=O)c1c(NC(=O)c2ccc(C)cc2)sc(Cc2ccccc2)c1C	i	i	i	i	i	i	2	i	i	1	16
CCCCOc1ccc(C2C(C(=O)c3cccs3)=C(O)C(=O)N2CCN2CCOCC2)cc1 (stereo not given)	i	i	i	i	i	i	0	i	i	0	0
COc1ccc(C(=O)N/C(=C\c2ccccc2)C(=O)Nc2cccc(C(=O)O)c2)cc1	i	i	i	i	i	i	-11	i	i	1	-3
CCOc1ccccc1/C=N/Nc1nc(C)cc(=O)[nH]1	i	i	i	i	i	i	-5	i	i	9	7
COCCCn1c(=S)[nH]c2ncccc2c1=O	i	i	i	i	i	i	-10	i	i	-1	0

Some of the compounds tested; rates above refer to the full screens.
